RGS7-Gao – modulates binding of RGS7 to human Galphao. hit rate 0.35% among 220,000. AID 1439. Multiplexed bead flow cytometry; actives lie on both sides. binding response (% of control), % at 10 µM; in the data active means binding response below about 49% or above about 150%; inconclusive means no clear call, values can overlap the other calls; inactive means in between;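 further: fluorescent Galphao held in activated GDP-AlF4 state binding bead-coupled RGS7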
Target sequence (P09471 whole entry, looked up): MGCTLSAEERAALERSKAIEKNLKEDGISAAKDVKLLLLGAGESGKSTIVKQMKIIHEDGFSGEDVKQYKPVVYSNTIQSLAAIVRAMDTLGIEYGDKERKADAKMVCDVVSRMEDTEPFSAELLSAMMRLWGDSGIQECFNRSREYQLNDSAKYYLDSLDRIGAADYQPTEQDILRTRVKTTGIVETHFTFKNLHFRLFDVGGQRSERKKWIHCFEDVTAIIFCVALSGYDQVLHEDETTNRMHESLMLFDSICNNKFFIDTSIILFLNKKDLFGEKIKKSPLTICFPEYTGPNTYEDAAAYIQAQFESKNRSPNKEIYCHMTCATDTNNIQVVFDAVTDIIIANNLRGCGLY
Bim-Bcl-W – inhibitors of Bim-Bcl-W interaction, human; hit rate 0.02% among 190,000; Q92843; bead-based flow cytometry, Bim peptide-Bcl-W binding; inhibition, % at 10 µM;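 further: 0% = bound tracer without compound and 100% = peptide blocker; higher means less fluorescent Bim peptide bound to Bcl-W beads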
Target sequence (Q92843 whole entry, looked up): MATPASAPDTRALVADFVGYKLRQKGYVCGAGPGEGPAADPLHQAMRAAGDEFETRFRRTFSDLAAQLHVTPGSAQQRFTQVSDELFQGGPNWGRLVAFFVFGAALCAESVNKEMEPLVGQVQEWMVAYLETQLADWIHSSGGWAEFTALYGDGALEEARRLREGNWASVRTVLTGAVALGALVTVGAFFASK
GSH fluor – GSH bead compound fluorescence profile. GSH beads flow cytometry, compound fluorescence 488/530 nm; active compounds read high. fluorescence (KMESF) at 10 µM. hit rate 0.25% among 190,000; in the data active means fluorescence above about 89;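 further: glutathione beads carrying GST-tagged Bcl family fusion proteins plus one bare bead set; values are compound well signal with DMSO vehicle wells as background; inactives centre near 16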
Bim-Bcl-B – human Bim-Bcl-B interaction inhibition | Q9HD36 | bead-based flow cytometry, Bim peptide-Bcl-B binding | inhibition, % at 10 µM | hit rate 0.073% among 190,000;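 further: 0% = tracer peptide without compound and 100% = reference inhibitor peptide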
Target sequence (Q9HD36 whole entry, looked up): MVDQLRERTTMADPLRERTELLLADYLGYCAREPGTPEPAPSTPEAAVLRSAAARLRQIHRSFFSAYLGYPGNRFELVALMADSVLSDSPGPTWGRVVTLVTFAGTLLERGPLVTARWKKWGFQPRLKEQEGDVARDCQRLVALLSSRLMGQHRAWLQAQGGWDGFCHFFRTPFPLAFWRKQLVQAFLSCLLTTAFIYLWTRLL
Bim-Bcl-XL – disrupts Bim peptide binding to human Bcl-XL | Q07817 | bead flow cytometry, fluorescence | inhibition, % at 10 µM | hit rate 0.04% among 190,000 | AID 1007
RGS4-Gao reg – modulates binding of RGS4 to human Galphao | P09471 | Multiplexed bead flow cytometry; actives lie on both sides | binding response (% of control), % at 10 µM | hit rate 0.33% among 220,000 | AID 1415; in the data active means binding response below about 49% or above about 150%; inactive means in between;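 further: fluorescent Galphao activated with aluminum fluoride binding bead-coupled RGS4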
ABCG2 block – blocks JC-1 efflux by human ABCG2 transporter; Q9UNQ0; IgMXP3 cells, flow cytometry; inhibition, % at 6.6 µM; hit rate 0.1% among 190,000; AID 1325;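 active means inhibition above 80%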;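 further: 0% = DMSO and 100% = nicardipine control wells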
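Test system: IgMXP3 (ABCG2) plus far-red-tagged CCRF-Adr (ABCB1) cells. Reagent: JC-1 dye as substrate. Timing: 10 min exposure at 25 °C with rotation, no wash. Measured by: flow cytometric JC-1 green MFI at 530 nm. Read-out: percent efflux inhibition, scaled nicardipine 100% to DMSO 0%. Control set: nicardipine and DMSO wells.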
ABCB1 inh – inhibitors of human ABCB1 transporter, ABCG2 counter-screen; CCRF-Adr cells, JC-1 efflux, flow cytometry; AID 1326; inhibition, % at 6.6 µM; hit rate 0.067% among 190,000; P08183; in the data active means inhibition above about 40%;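 further: 0% = vehicle and 100% = reference inhibitor; higher value means more JC-1 retained so stronger ABCB1 efflux block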
Avidin bead fluor – avidin bead compound fluorescence profile; Avidin beads, compound fluorescence 488/530 nm, flow cytometry; active compounds read high; fluorescence (KMESF) at 10 µM; hit rate 0.38% among 220,000; AID 1775; in the data active means fluorescence above about 47; further: inactives centre near 10
Bcl-2 Bim block – disrupts Bim peptide binding to human Bcl-2 | Bead-based flow cytometry, Bim peptide-Bcl-2 binding | inhibition, % at 10 µM | AID 950 | hit rate 0.06% among 190,000; in the data active means inhibition above about 40%; inconclusive means no clear call, values can overlap the other calls;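 further: 0% = no compound wells with probe peptide and 100% = reference peptide inhibitor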
Target sequence (P10415 whole entry, looked up): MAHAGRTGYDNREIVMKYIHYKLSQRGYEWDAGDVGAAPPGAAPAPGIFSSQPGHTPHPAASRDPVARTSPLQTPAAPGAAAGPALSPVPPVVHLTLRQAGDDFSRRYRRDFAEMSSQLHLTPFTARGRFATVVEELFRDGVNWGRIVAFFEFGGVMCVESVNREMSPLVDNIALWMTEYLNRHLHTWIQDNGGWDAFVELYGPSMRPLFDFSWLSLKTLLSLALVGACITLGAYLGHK
Bfl-1 Bim block – human Bim-Bfl-1 interaction inhibition. Q16548. Bead-based flow cytometry, Bim-Bfl-1 binding inhibition. inhibition, % at 10 µM. hit rate 0.12% among 190,000. AID 1008;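 further: 0% = wells without compound plus tracer and 100% = blocker peptide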
An asterisk follows results filed as active; ? = inconclusive; [ ] = dose if it differs, or a comment. Unless noted, no stated cut-off is given here; in the data, active means inhibition above about 40%.

SMILES	RGS7-Gao	Bim-Bcl-W	GSH fluor	Bim-Bcl-B	Bim-Bcl-XL	RGS4-Gao reg	ABCG2 block	ABCB1 inh	Avidin bead fluor	Bcl-2 Bim block	Bfl-1 Bim block
CCn1ncc(C2=NOC(C(=O)Nc3c(C)nn(Cc4ccc(F)cc4)c3C)C2)c1C (stereo not given)	103.9	-1.0	14	-7.0	-6.0	100.1	0.2	0.4	7	-9.0	-11.0
CCc1nc(OCc2ccccc2)c2sc3nc4c(cc3c2n1)COC(C)(C)C4	98.8	0.0	32	-12.0	-6.0	97.5	45.0	3.1	15	-8.0	-15.0
COc1ccc(N2CC(O)=C(c3nc(-c4ccc(F)cc4)cs3)C2=N)cc1OC	?	1.0	12	0.0	1.0	102.7	14.9	1.9	14	-2.0	-3.0
Oc1ccccc1C1=Nc2nc3ccccc3n2C(c2ccccc2)C1 (stereo not given)	97.3	-5.0	22	-6.0	-7.0	101.0	1.8	0.8	35	-2.0	-2.0
O=C1CCC/C(=N/NC(=O)c2ccc(CN3c4cccc5cccc(c45)S3(=O)=O)cc2)C1	91.0	0.0	5	-4.0	-5.0	88.5	-5.3	-1.0	0	0.0	0.0
CC1CCN(C(=S)c2ccccc2O)CC1	113.6	6.0	16	-19.0	-6.0	105.3	1.1	0.2	7	0.0	6.0
Cc1ccc2sc(NNC(=O)c3cc(=O)c4ccccc4o3)nc2c1C	90.7	12.0	17	-3.0	0.0	92.1	-3.6	-1.1	7	0.0	12.0
Cc1ccc(CN2CCN(C(=O)C3CCC3)CC2)cc1	99.5	1.0	8	-5.0	-4.0	100.3	1.3	0.3	11	-8.0	-9.0
COC(=O)c1cc(NS(=O)(=O)c2ccc(N3CCOCC3)c([N+](=O)[O-])c2)cc(C(=O)OC)c1	108.5	0.0	15	1.0	0.0	102.7	0.0	0.0	3	0.0	0.0
COc1ccc(NC(=O)CSc2nc(-c3ccc(C)cc3)cc(C(F)(F)F)c2C#N)cc1	98.8	-1.0	8	0.0	1.0	92.6	-0.2	-0.2	29	0.0	-1.0
Cc1ccc(NC(=O)N(Cc2nc3ccccc3c(=O)[nH]2)Cc2cccs2)cc1	96.0	-5.0	16	-9.0	-4.0	99.1	10.1	1.4	6	-8.0	-16.0
Cc1ccc2nc(-c3ccc(NC(=O)CN(C)S(=O)(=O)c4ccccc4)cc3)sc2c1	102.6	-5.0	16	-4.0	-6.0	99.4	-1.8	-0.5	12	-2.0	-4.0
COC(=O)c1ccc(NC(=O)c2ccc(F)cc2)o1	99.2	0.0	12	-3.0	-1.0	99.9	0.7	0.1	39	-3.0	-2.0
Cc1cccc(NC(=O)c2cc([N+](=O)[O-])ccc2N2CCCCC2)n1	?	0.0	19	-2.0	-3.0	102.8	19.4	1.5	8	3.0	-3.0
C=CCNS(=O)(=O)c1ccc2nsnc2c1	134.5	-3.0	30	-9.0	-1.0	129.2	-0.5	-0.1	12	-6.0	-7.0
c1ccc(SCc2nc3ccccc3[nH]2)cc1	93.1	-1.0	14	-4.0	-5.0	94.7	3.5	0.4	8	-6.0	-6.0
COc1ccccc1N1CCN(C(=O)c2cccc(N3C(=O)NC4CC3(C)Oc3ccccc34)c2)CC1 (stereo not given)	96.2	-2.0	27	-10.0	-6.0	94.4	15.9	0.2	14	-16.0	-21.0
O=S(=O)(NCc1ccccc1)c1ccc(S(=O)(=O)N(Cc2cccs2)CC2CCCO2)cc1 (stereo not given)	92.9	0.0	13	-6.0	-3.0	94.9	3.8	0.9	8	-12.0	-12.0
COC(=O)c1ccc(C(=O)OC)c(NC(=O)CSCc2ccc(Cl)cc2)c1	95.4	3.0	27	-3.0	0.0	101.8	3.4	0.8	10	-8.0	-11.0
CCOC(=O)c1nnc2cc(-c3ccccc3)nn2c1C	81.0	-1.0	14	0.0	0.0	71.8	2.0	0.4	13	-1.0	-2.0
C=CCc1cccc(Cl)c1OCCON1C(=O)CCC1=O	107.7	0.0	9	-5.0	-2.0	106.7	19.0	0.5	8	-5.0	-8.0
Cc1cccc(NC(=O)Cn2nnc(-c3cccs3)n2)c1C	105.3	2.0	15	-4.0	-1.0	105.7	7.0	1.1	13	-7.0	-10.0
CCCn1nc(CC(=O)OCC)c2ccccc2c1=O	100.8	-2.0	10	-1.0	-2.0	96.5	4.0	0.9	12	-1.0	-2.0
Cc1cc(C(=O)c2ccc(C(C)(C)C)cc2)c(NC(=O)CCl)s1	103.6	-4.0	10	-7.0	-11.0	96.1	-0.6	-0.2	7	-5.0	-5.0
CCC(=O)Nc1cccc(-c2cn3ccsc3n2)c1	102.5	-2.0	10	-4.0	-2.0	103.2	0.8	0.1	21	0.0	0.0
The listing continues:
SMILES	RGS7-Gao	Bim-Bcl-W	GSH fluor	Bim-Bcl-B	Bim-Bcl-XL	RGS4-Gao reg	ABCG2 block	ABCB1 inh	Avidin bead fluor	Bcl-2 Bim block	Bfl-1 Bim block
CCn1cc(-c2cc(C(=O)O)c3ccccc3n2)c(C)n1	94.3	0.0	9	-23.0	1.0	92.3	2.1	0.1	7	1.0	21.0
O=C(O)Cn1c(CCS(=O)(=O)c2ccc(Br)cc2)nc2ccccc21	92.2	-2.0	15	-3.0	-4.0	92.3	1.2	0.8	23	-1.0	-5.0
Cc1cnc(NC(=O)CSc2ccc(Cl)cc2)s1	101.6	0.0	31	-4.0	-3.0	102.4	1.9	0.9	14	-1.0	2.0
O=C(NCc1ccccn1)C1CN(S(=O)(=O)c2ccccc2)CCN1S(=O)(=O)c1ccccc1 (stereo not given)	104.8	0.0	11	-5.0	1.0	102.3	21.5	1.2	11	-4.0	-5.0
CC(C)CC(O)(CC(C)C)C(=O)NNc1ccccc1	101.6	-5.0	15	-7.0	-10.0	101.4	3.4	0.2	6	-1.0	-3.0
COc1cc(OC)cc(-c2nnc(SCc3c(F)cccc3Cl)o2)c1	105.1	2.0	4	-5.0	-8.0	102.8	11.0	0.7	7	-8.0	-12.0
Cc1nc(NS(=O)(=O)c2ccccc2)sc1NC(=O)OC(C)C	93.2	0.0	52	-7.0	-9.0	94.0	-1.2	-0.2	10	-4.0	-11.0
COc1ccc(OC)c(C(=O)c2ccccc2)c1	110.3	0.0	16	-1.0	0.0	112.1	-2.1	0.2	13	0.0	6.0
CCSCc1nnc(SCC(=O)c2ccc(OC)cc2)n1C	99.6	-2.0	25	-7.0	-4.0	104.2	10.0	0.9	29	-3.0	0.0
O=C(NC(=S)Nc1cc(C(F)(F)F)ccc1Cl)c1ccccc1	102.6	3.0	16	-6.0	-2.0	102.7	18.4	2.0	16	-5.0	-5.0
CCNc1ccc(C(=O)OCC(=O)NCc2ccccc2Cl)cc1[N+](=O)[O-]	100.6	-6.0	15	-13.0	-8.0	102.5	7.4	1.1	17	-5.0	-13.0
CN(CCNC(=O)c1cccc(N2CCCC2=O)c1)Cc1ccccc1	103.6	1.0	9	2.0	-2.0	103.9	1.2	0.2	12	0.0	0.0
COc1cc(NS(=O)(=O)c2ccc(NC(=S)NC(=O)C3CCCC3)cc2)nc(OC)n1	96.1	-1.0	55	-3.0	-5.0	89.8	-0.1	-0.1	7	-1.0	-5.0
COCCNC(=O)CSc1ccccc1C(=O)O	98.0	-1.0	17	-3.0	0.0	101.2	3.5	0.4	12	-3.0	-4.0
CC1(C)Cc2ccccc2C(CSc2ccccc2C(=O)O)=N1	100.8	6.0	10	3.0	3.0	103.7	0.7	-0.1	12	-2.0	-1.0
O=C(CSc1nnc(-c2cccs2)o1)c1cccs1	99.9	-6.0	17	-3.0	-4.0	100.0	-1.7	-0.5	30	0.0	-3.0
COc1ccc(N2C(=O)CSC2c2ccncc2)cc1 (stereo not given)	100.1	0.0	79	0.0	-1.0	102.1	-0.3	-0.2	10	-5.0	3.0
Cc1oc2c(CN(C)C)c(O)ccc2c(=O)c1-c1ccc2ccccc2n1	100.2	0.0	20	0.0	-1.0	98.7	0.9	0.5	7	0.0	-2.0
O=c1cc(N2CCc3ccccc32)[nH]c(=O)n1-c1ccc(Br)cc1	103.5	-1.0	28	-1.0	0.0	106.3	2.5	0.6	4	1.0	0.0
O=C(OCn1ncc(Cl)c(Cl)c1=O)c1ccc(F)cc1	97.0	2.0	13	-7.0	0.0	97.5	6.1	1.3	23	-2.0	-3.0
CCOc1ccc(/C=N/NC(=O)c2nnn(-c3nonc3N)c2-c2ccc(OCC)cc2)cc1	97.7	-2.0	10	-3.0	-5.0	99.7	-1.5	-0.3	5	2.0	0.0
O=C(O)c1cccc(S(=O)(=O)NCC2CCCO2)c1 (stereo not given)	101.1	-1.0	14	0.0	-2.0	101.8	1.7	0.2	16	-2.0	-5.0
COCCCNC(=S)Nc1ccccc1[N+](=O)[O-]	101.2	-3.0	15	-6.0	0.0	103.5	4.5	0.2	8	-4.0	-2.0
Cc1ccc(S(=O)(=O)NCC(=O)Nc2ccc(C(F)(F)F)cc2)cc1	100.0	-4.0	16	-2.0	-5.0	101.7	0.5	0.1	9	-2.0	-3.0
O=C(Nc1ccc(Cl)cc1)Nc1nnc(CSCc2ccc(Cl)cc2)s1	99.1	-9.0	11	-7.0	-10.0	97.4	-17.0	-0.6	11	-13.0	-9.0
Additional structures:
SMILES	RGS7-Gao	Bim-Bcl-W	GSH fluor	Bim-Bcl-B	Bim-Bcl-XL	RGS4-Gao reg	ABCG2 block	ABCB1 inh	Avidin bead fluor	Bcl-2 Bim block	Bfl-1 Bim block
Cc1cc(C(=O)OCC(=O)Nc2ccc(F)c(F)c2F)c(C)o1	?	0.0	12	-6.0	-3.0	101.5	0.1	-0.4	8	-4.0	-3.0
O=C(CSc1ccc2nnc(-c3ccccn3)n2n1)Nc1ccc2c(c1)OCCO2	98.0	0.0	19	-4.0	-2.0	99.2	-2.4	-2.6	8	-3.0	-8.0
Cc1ccccc1Cn1cc(S(=O)(=O)CC(=O)Nc2nccs2)c2ccccc21	103.2	-7.0	27	-13.0	-10.0	99.5	83.5*	9.2	35	-15.0	-18.0
COc1ccc(S(=O)(=O)N2CCC(O)(c3ccc(Cl)cc3)CC2)cc1	98.2	0.0	12	0.0	1.0	102.3	1.9	0.7	25	-1.0	-1.0
COc1ccc(OC)c2c(N3CCN(C)CC3)cc(C(F)(F)F)nc12	102.5	-2.0	47	-7.0	4.0	105.2	8.6	1.3	7	-10.0	-6.0
COCCNC(=O)/C=C/c1c(Cl)cccc1Cl	106.9	1.0	26	-3.0	-7.0	105.8	18.7	2.7	11	0.0	1.0
O=S(=O)(Nc1cccc(-c2nc3cccnc3s2)c1)c1ccc2c(c1)CCCC2	104.6	1.0	17	2.0	0.0	104.3	10.5	2.2	5	0.0	0.0
FC(F)Oc1ccccc1C1CC(c2ccc(Br)s2)Nc2ncnn21 (stereo not given)	162.5*[activator]	-5.0	35	-7.0	-2.0	186.9*[activator]	1.8	1.0	72*	-6.0	-6.0
Cc1ccc(O)c(N=NC2=C(O)CC(C)(C)CC2=O)c1	61.4	-1.0	6	-11.0	-10.0	65.9	12.9	1.4	8	0.0	2.0

Limited to ABCB1 inh and Bim-Bcl-W, for some of the entries so far:
SMILES	ABCB1 inh	Bim-Bcl-W
Cc1ccc(O)c(N=NC2=C(O)CC(C)(C)CC2=O)c1	1.4	-1.0
O=S(=O)(Nc1cccc(-c2nc3cccnc3s2)c1)c1ccc2c(c1)CCCC2	2.2	1.0

Screening data deposited in PubChem by NMMLSC.
